Caspase-1 inhib: caspase-1 (human) inhibition, allosteric or competitive; AID 900; 75,000 tested, 0.03% active; Caspase-1 enzyme, Ac-WEHD-AFC fluorogenic rate; P29466; Potency, µM (highest dose often 57.5 µM), for the others: at the highest dose activity change, negative = inhibition, actives largely listed as inhibitors;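 also: potency is read from the fitted curve at half-maximal effect; plate controls were vehicle for no effect and no substrate for full effect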
Target sequence (P29466 120-297 limits assumed): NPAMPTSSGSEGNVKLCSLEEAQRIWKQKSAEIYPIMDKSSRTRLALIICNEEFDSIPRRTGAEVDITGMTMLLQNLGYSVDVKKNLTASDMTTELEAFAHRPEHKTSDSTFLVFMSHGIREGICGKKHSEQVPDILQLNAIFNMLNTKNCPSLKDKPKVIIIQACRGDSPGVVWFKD
Target sequence (P29466 317-404 limits assumed): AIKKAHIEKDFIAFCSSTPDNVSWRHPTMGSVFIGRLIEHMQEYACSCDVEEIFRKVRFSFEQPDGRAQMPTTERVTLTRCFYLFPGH
FLuc inh: firefly luciferase inhibition; P08659; purified firefly luciferase, luminescence, 8 min; Potency, µM (highest dose often 57.1 µM), without a hit: at the highest dose activity change, negative = inhibition, usual class: inhibitors; 72,000 tested, 2.2% active; also: potency is read from the fitted curve at half-maximal effect; % is scaled to controls: 0 for no effect and ±100 for the full control effect; nearly all actives have a fitted effect of over 40% in size
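qHTS concentration-response profiling: light output of P. pyralis luciferase with luciferin and 10 uM ATP, imidazole buffer pH 7.2. Read by luminescence after 8-min room-temperature incubation.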
Texas Red fluor: Texas Red region autofluorescence | Compound fluorescence, Texas Red channel, 547/618 nm; stronger effect = higher value | max dye-equivalent concentration, M | 59,000 tested, 0.06% active | AID 587; in the data active = max dye-equivalent concentration above about 10 nM; inconclusive = between about 1.1 nM and that limit
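Fluorescence at ex 547/em 618 nm, normalized against an on-plate Texas Red standard series to give dye-equivalent concentration per compound concentration. Buffer 100 mM Tris, pH 8.0; 15 min RT incubation before CCD imaging.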
HADH2 inh: blocks human hydroxyacyl-CoA dehydrogenase type II; recombinant HADH2, NADH fluorescence, beta-hydroxybutyryl-CoA; Q99714; AID 886; Potency, µM (titrated, usually from 57.1 µM), for inactives: top-dose activity change, negative = inhibition, usual class: inhibitors; 73,000 tested, 3.4% active; also: potency is read from the fitted curve at half-maximal effect; % is scaled to controls: 0 for no effect and ±100 for the full control effect; nearly all actives have a fitted effect of over 60% in size; many of its hits are not listed in these tables
Target sequence (Q99714 whole entry, looked up, one chain of several): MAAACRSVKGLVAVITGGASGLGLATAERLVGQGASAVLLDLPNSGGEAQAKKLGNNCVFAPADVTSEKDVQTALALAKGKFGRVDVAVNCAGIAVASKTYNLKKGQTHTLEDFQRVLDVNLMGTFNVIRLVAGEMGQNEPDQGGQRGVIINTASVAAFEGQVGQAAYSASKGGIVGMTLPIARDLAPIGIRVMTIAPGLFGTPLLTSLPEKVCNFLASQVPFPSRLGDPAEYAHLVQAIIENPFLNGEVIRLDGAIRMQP
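His-tagged recombinant enzyme from E. coli, 20 nM, preincubated 15 min RT with compound; reaction started with 1 mM NAD+ and 90 uM beta-hydroxybutyryl-CoA in 100 mM Tris-HCl pH 9.0. NADH fluorescence (ex 360/em 450) read over 4 min; last-minus-first difference.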
Casp7 inh: caspase-7 (human) inhibition, allosteric or competitive; P55210; recombinant caspase-7, Ac-DEVD-AFC fluorescence rate; Potency, µM (highest dose often 57.5 µM), for inactives: at the top dose activity change, negative = inhibition, hits mostly inhibitors; 75,000 tested, 0.02% active; active = well fitted inhibition curve with a large enough effect in the main read-out, with a control signal flat, not every such curve was filed as active; inconclusive = small, poorly fitted or top-dose-only effect, or a change in a side signal; also: potency is read from the fitted curve at half-maximal effect; % of control where 0% means no effect
Target sequence (P55210 24-198 limits assumed): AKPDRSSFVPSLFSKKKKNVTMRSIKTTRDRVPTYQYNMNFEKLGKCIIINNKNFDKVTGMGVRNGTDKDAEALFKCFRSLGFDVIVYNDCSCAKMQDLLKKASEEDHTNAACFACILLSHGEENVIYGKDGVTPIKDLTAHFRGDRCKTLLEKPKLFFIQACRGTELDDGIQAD
Target sequence (P55210 207-303 limits assumed): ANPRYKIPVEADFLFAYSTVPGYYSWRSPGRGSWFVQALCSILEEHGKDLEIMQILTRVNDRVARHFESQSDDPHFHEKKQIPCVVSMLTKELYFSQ
Tau fil binding: binds recombinant human tau filaments; P10636; recombinant tau filaments, thioflavin S fluorescence, 15 h; filaments grown with octadecylsulfate alongside compound; Potency, µM (series often up to 57.1 µM), for the others: at the highest dose activity change, negative = inhibition; 71,000 tested, 2% active; AID 596;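 also: potency is read from the fitted curve at half-maximal effect; % is scaled to controls: 0 for no effect and ±100 for the full control effect; actives lower thioflavin S fluorescence by blocking filaments or displacing dye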
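Assay mix: 1 uM His-tagged tau, 30 uM sodium octadecylsulfate, thioflavine S dye in HEPES/NaCl/DTT buffer. Compound is added prior to the inducer. Fluorescence after 15 h at 37 C.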
HEK293 cAMP ctrl: counter-screen for TSHR agonists: cAMP increase in parental HEK293 | parental HEK293 CNG cAMP sensor, membrane potential fluorescence | Potency, µM (highest dose often 57.1 µM), without a hit: at the top dose activation, usual class: activators | 73,000 tested, 2.5% active; also: potency is read from the fitted curve at half-maximal effect; % of control where 0% means no effect; nearly all actives have a fitted effect of over 55% in size
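Parental HEK 293 cells stably expressing a modified CNG channel (no TSHR) report cAMP rise as membrane depolarization. Membrane potential dye with 100 uM RO 20-1724 was loaded for 60 min at room temperature, then compound added for 30 min; fluorescence read at 590 nm.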
Fluorescein fluor: compound fluoresces in the fluorescein spectral region; Compound autofluorescence, 480/540 nm, fluorescein-equivalent; stronger effect = higher value; max fluorescein-equivalent concentration, M; 59,000 tested, 0.91% active; AID 593; in the data active = max fluorescein-equivalent concentration above about 10 nM; inconclusive = between about 1.1 nM and that limit
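Fluorescein stocks ranging 3 mM down to 300 nM, plus DMSO blanks, were pinned alongside compounds to build a per-plate standard curve. Buffer: 100 mM Tris, pH 8.0. Incubation 15 min, room temperature; filters 480/540 nm.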
Rhodamine autofl: compound autofluorescence in rhodamine spectral region; 59,000 tested, 0.05% active; AID 594; Rhodamine-region fluorescence, 547/598 nm, Tris buffer; stronger effect = higher value; max dye-equivalent concentration, M; in the data active = max dye-equivalent concentration above about 11 nM; inconclusive = between about 1.1 nM and that limit
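A six-point rhodamine series on each plate calibrates the signal. Compounds sit in 100 mM Tris (pH 8.0) for 15 min at ambient temperature before imaging through 547 nm/598 nm filters.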
ERK AVP block: vasopressin-driven ERK pathway inhibition | HEK293-V1b, vasopressin-stimulated pERK AlphaScreen | 72,000 tested, 0.99% active | Potency, µM (top dose mostly 57.5 µM), inactives show at the top dose activity, negative = inhibition, hits mostly inhibitors | AID 995; also: potency is read from the fitted curve at half-maximal effect; % is scaled to controls: 0 for no effect and ±100 for the full control effect; nearly all actives have a fitted effect of over 55% in size
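HEK293 cells stably expressing V1b receptor, preincubated 30 min at 37 °C with compound, then stimulated 5 min with 25 nM vasopressin. Phospho-ERK by AlphaScreen SureFire after 5 h RT; normalized to DMSO and vasopressin; AC50 by Hill fit.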
USP2a inh: inhibitors of human ubiquitin-specific protease USP2a. Potency, µM (highest dose often 38.3 µM), without a hit: at the top dose activity change, negative = inhibition, most hits filed as inhibitors. 60,000 tested, 0.1% active. USP2a enzymatic assay, qHTS inhibition;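 also: potency is read from the fitted curve at half-maximal effect; nearly all actives have a fitted effect of over 60% in size; plate controls were DMSO for no effect and NEM full inhibition control for full effect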
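20 nM USP2 core + cpd, 30 min RT; add 20 nM Ub-PLA2/20 uM NBD C6-HPC; read Ex460/Em535 at 0 h and 2.5 h. Normalized to NEM; qHTS curve fit/classification.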
* hit, by the source's call; i = inactive; ? = inconclusive; . = no result given; & = joins results of further samples; [ ] = another dose, or the depositor's remark. Unless noted, calls follow the shape of the dose curve; as a rule, active = well fitted curve in the direction sought with a large enough effect; inconclusive = small, poorly fitted or top-dose-only effect, or another doubt; inactive = no such curve, though single readings can be large; an effect the other way counts as inactive or inconclusive.

compound | HEK293 cAMP ctrl | USP2a inh | Texas Red fluor | ERK AVP block | Fluorescein fluor | HADH2 inh | Rhodamine autofl | Casp7 inh | FLuc inh | Tau fil binding | Caspase-1 inhib
C=CCNC(=O)C(C#N)c1nc2ccccc2nc1N1CCN(Cc2ccccc2)CC1 (configuration not stated) | 15% | -6% | i | -1% | 5.6e-08M* | 17% | i | -10% | 3% | 73% | -9%
COc1ccc(C(=O)Cn2c(N3CCOCC3)nc3ccccc32)cc1OC | 18% | -2% | ? | 2% | ? | 5% | i | -1% | 3% | -7% | -3%
Nc1nonc1C(=O)NCCNC(=O)c1cccs1 | -4% | 0% | ? | -9% | i | 3% | i | 1% | -2% | -10% | 0%
CCOC(=O)N1CCC(NC(=O)Cn2nc(-c3ccccc3)ccc2=O)CC1 | 27% | 42%[activator] | i | ? | i | 5% | i | -1% | -5% | 103% | 0%
O=C(CCCSc1nc(-c2ccco2)cc(C(F)(F)F)n1)Nc1ccc2c(c1)OCO2 | 24% | 194%[activator] | i | 5% | i | -2% | i | -1% | -2% | 25µM* | -4%
CN(Cc1ccccc1)c1oc(COc2ccccc2F)nc1C#N | 25µM* | . | . | ? | . | -1% | . | -2% | -1% | 14% | 0%
O=C(C1CCCCC1)N(Cc1ccccc1)c1ccccn1 | 14% | -2% | i | -8% | i | 9% | i | 0% | 0% | -1% | -1%
Cc1cccc(NC(=O)c2cc(NC(=O)C3CCCCC3C(=O)O)ccc2Cl)n1 (configuration not stated) | 8% | 2% | i | -18% | i | 4% | i | 0% | 0% | 14% | -2%
CCOC(=O)C(C(C)=O)C(c1ccc(OC)cc1)C(C(C)=O)C(=O)OCC (configuration not stated) | 20% | 4% | i | 2% | i | 10% | i | 0% | 3% | 10% | 2%
CC(=O)c1c(C)[nH]c(C)c1C(C)=O | 2% | -5% | . | -28% | . | 2% | . | 0% | 2% | 9% | -1%
C=CCSc1nnc(NC(=O)c2cccc(S(=O)(=O)N3CCOCC3)c2)s1 | 6% | 0% | ? | -3% | i | -9% | i | 1% | 0% | 5% | -1%
COc1cccc(-n2cc3c(c2-c2ccccc2)c(=O)n(C)c(=O)n3C)c1 | 30% | 20% | i | -15% | ? | 13% | i | -2% | 1% | -10% | -3%
Cc1ccc2ccccc2c1CSc1nc(N)nc2c1ncn2CC(C)C | 14%[11.4 µM] | . | i | 24%[11.5 µM] | i | 1%[11.4 µM] | i | -2%[11.5 µM] | 3%[11.4 µM] | 10%[11.4 µM] | 1%[11.5 µM]
Brc1cc(Oc2cc(Br)c(Br)c(Br)c2Br)c(Br)c(Br)c1Br | -14% | . | . | 12% | . | 3% | . | 1% | . | 15% | -1%
N#CC(=C(/N)Sc1ccccc1N)/C(C#N)=C(/N)Sc1ccccc1N | -19%&0% | 6% | i | 0.2µM* | ? | ? | i | 0%&2% | 1%&-23% | ? | -4%&0%
O=C(c1ccco1)N1CCN(CC(=O)N2c3ccccc3CCc3ccccc32)CC1 | 1% | 13% | i | -6% | ? | -8% | i | 0% | -1% | 13% | -1%
CC(C)CC(=O)NCC(C)NC(=O)CC(C)C (configuration not stated) | 2% | 3% | i | -7% | i | -4% | i | 0% | 1% | 10% | 0%
O=C(c1ccc(Nc2cccc(C(F)(F)F)c2)nc1)N1CCCC1 | 1% | 16% | ? | 7% | i | 2% | i | -1% | 1% | -1% | -2%
Cc1ccc(CNS(=O)(=O)c2ccc3oc(C(=O)O)c(C)c3c2)cc1 | 4% | 10% | i | -13% | i | 8% | i | 1% | 3% | -4% | 1%
Cc1ccccc1OCc1nnc2c3cnn(C)c3ncn12 | -1% | -11% | ? | -3% | i | 6% | i | 7% | 3% | 11% | 2%
C/C(=C(/CCO)SSC[C@@H]1CCCO1)N(C=O)Cc1cnc(C)nc1N | ? | -12%[17.1 µM] | i | 11%[25.7 µM] | ? | 0%[25.6 µM] | i | 2%[25.7 µM] | -3%[25.5 µM] | 11%[25.6 µM] | -1%[25.7 µM]
CCc1nnc(NC(=O)CCC(=O)NC2CCCCC2)s1 | 27% | -2% | i | 3% | i | 0% | i | 0% | 4% | 9% | -4%
CCCCCC(=O)Nc1ccc(N2CCN(S(C)(=O)=O)CC2)cc1 | 3% | 6% | i | 6% | i | 23% | i | 1% | 1% | -2% | 1%
CCn1c(C(=O)NC(C)c2ccc3c(c2)OCCO3)cc2sccc21 (configuration not stated) | 28% | . | . | -2% | . | 6% | . | -3% | -7% | 4% | -3%
Cc1noc(C)c1CSc1ccc2ccccc2n1 | 15% | -2% | i | 9% | ? | -6% | i | 1% | -2% | -7% | -1%
COc1ccc2c(c1)c(C(=O)CNc1nc(C)cs1)c(C)n2C | 11% | 5% | i | ? | i | -8% | i | -2% | 0% | ? | -1%
CCCOC(=O)NC1C(NC(=O)OCCC)N(C)C(=O)N1C (configuration not stated) | 1% | 1% | i | -7% | i | 10% | i | -2% | 1% | -6% | 2%
CCC(C(=O)N1CCN(S(C)(=O)=O)CC1)c1ccccc1 (configuration not stated) | 1% | -4% | i | -7% | ? | 5% | i | -1% | 1% | 14% | -2%
COc1cc(C2CC(=O)N3CN(Cc4ccco4)CSC3=C2C#N)ccc1OCc1ccccc1 (configuration not stated) | 14% | . | . | ? | . | 2µM* | . | -19% | -2% | -11% | -7%
CC1CCCCC1NC(=O)CSc1nnnn1-c1ccccc1 (configuration not stated) | 25% | 0% | i | -21% | i | 15% | i | 0% | -2% | 1% | 2%
O=C(Cn1c(=O)[nH]c2ccsc2c1=O)NC1CCCCCC1 | 11% | 3% | i | 0% | i | 2% | i | 1% | 1% | 2% | 1%
CC(C)n1c(C(O)c2ccccc2)nc2ccccc21 (configuration not stated) | ? | 6% | . | 2% | . | -2% | . | -10% | -9% | 0% | -20%
CCOc1ccc(/C(O)=C2/C(=O)C(=O)N(CCOCCO)C2c2ccccn2)cc1 (configuration not stated) | 11% | -4% | i | -23% | ? | -13% | i | 0% | 2% | -5% | 0%
O=c1[nH]c(C(F)(F)F)nc2ccccc12 | 1% | 1% | i | 3% | ? | 6% | i | 3% | 4% | -3% | 1%
O=C(CSc1nnc(Cc2ccccc2)o1)N1CCOCC1 | 4% | 2% | i | 1% | i | -7% | i | 0% | 2% | 1% | 1%
COc1ccc(-c2ccc(-c3noc(-c4cccs4)n3)c(OC)n2)cc1 | 2% | 50%[activator] | i | 5% | ? | ? | i | -18% | -5% | 88% | ?
CCn1c(Cn2nnc(-c3ccccc3)n2)nnc1SCC(=O)Nc1ccccc1 | ? | . | i | -19% | i | 11% | i | 2% | 1% | -1% | 0%
COc1ccc(C(C#N)N2CCCCCC2)cc1OC (configuration not stated) | -10% | 0% | i | -18% | ? | -2% | i | 0% | -1% | -3% | -1%
Cc1noc(C)c1CSc1nc2ccccc2[nH]1 | 4% | -4% | i | 4% | i | -4% | i | -1% | 1% | -6% | 1%
O=S(=O)(NCc1csc(-c2cccnc2)n1)c1ccc2c(c1)OCCO2 | 3% | 1% | i | -6% | i | 11% | i | 0% | 2% | -5% | 1%
COc1ccc(N2CC(C)Cn3c2nc2c3c(=O)n(CCN3CCOCC3)c(=O)n2C)cc1 (configuration not stated) | -5% | 4% | i | -22% | ? | -11% | i | -1% | 0% | -8% | 0%
CCC(C)NC(=O)c1c(N)n(/N=C/c2cccnc2)c2nc3ccccc3nc12 (configuration not stated) | 17% | 26% | i | -4% | i | 42%[activator] | i | -2% | 0% | 18% | -5%
CCN(CC)c1ccc(NC(=O)C(C)C)cc1 | -2% | 4% | i | 4% | ? | -13% | i | -1% | -1% | -7% | -1%
Cc1oc2c(C)c3oc(=O)c4c(c3cc2c1C)CCCC4 | 17% | -3% | . | 5% | . | -2% | . | -2% | 1% | 135% | -1%
Clc1ccc(CN2C3=NCCCN3c3ccccc32)cc1 | ? | 0% | ? | -2% | i | 3% | i | 0% | 3% | 31% | 1%
COc1ccc(C(=O)N2CCN(C(=O)CC(C)C)CC2)cc1OC | -1% | 1% | . | -6% | . | 5% | . | 0% | 5% | 2% | -3%
Cc1nnc(SCc2nnc(-c3ccccc3)o2)n(N)c1=O | -6% | -8% | i | -7% | i | -6% | i | -1% | 0% | 1% | 1%
C[C@@H](C1=C(CCN(C)C)Cc2ccccc21)c1ccccn1 | ? | . | . | -4% | . | 12% | . | -2% | -2% | ? | 0%
CN1C(=O)c2oc3ccccc3c(=O)c2C1c1ccccn1 (configuration not stated) | 8% | 2% | ? | -4% | ? | -1% | i | 1% | 2% | -5% | 0%
CCOC(=O)C(C)C(C)=O (configuration not stated) | 22% | . | . | -7% | . | 2% | . | 0% | . | 9% | -1%
CNc1nc(N)c(C(=O)C(C)(C)C)s1 | -4% | -3% | i | -27% | i | -3% | i | 0% | -3% | 1% | 1%

Only part of the results is shown (hit frequency here may not be typical).
